ER stress rescue: rescue of cells from ER stress-induced death, primary screen, 384-well, CSM14.1, thapsigargin, ATP luminescence (AID 1222); cellular ATP content (survival), % at 20 µM, or EC50 in µM where a hit was titrated; CSM14.1 thapsigargin-induced death rescue, ATP luminescence; higher % means a stronger effect; 190,000 tested, under 10 active;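 active = EC50 below 50 µM in the dose-response confirmation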;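 also: death triggered by thapsigargin at about 15 µM added after 2 h compound pretreatment; cell ATP read after overnight thapsigargin exposure of roughly 18 to 22 hours; normalized against plate controls of thapsigargin alone and 5% DMSO vehicle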
Autophagy HCS: autophagy modulators in MEF cells, primary screen, imaging, high-content, MEF GFP-LC3; MEF GFP-LC3 puncta imaging; test concentration mostly 10 µM; calls only at 10 µM (by protocol); actives 0.98% (n = 190,000);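 active = percentage of spot-positive cells more than 3 SD above its plate mean, without a fluorescence outlier flag or 80% toxicity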;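 also: spot-positive cell cutoff set from DMSO-treated cells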
Ins promoter up: insulin promoter activators in MIN6 cells, imaging, high-content screening, mouse beta cells. MIN6 insulin promoter-GFP reporter; hits give high values. z-score at 5 µM. actives 0.3% (n = 190,000). AID 1625, 2009;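 active = z-score above 3 at 5 µM with at least 500 cells counted in the well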
Dynein transport: inhibitors of GR-EGFP nuclear translocation, primary screen, dynein cargo transport inhibitor project, imaging, high-content, 3617.4 mouse cells. z-score, hits read low. test concentration mostly 20 µM; stimulated with dexamethasone, 1 µM; hits give low values. actives 0.47% (n = 220,000). AID 1381, 2008;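 active = plate z-score of nuclear minus cytoplasmic receptor signal below a set negative limit, without overly bright fluorescence or cell loss, cut at about -3.5 in these data, passing the limit was not always enough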;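 also: z-score of nuclear minus cytoplasmic ring GR-EGFP intensity difference per well; some compounds called inactive have numbers as strong as hits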
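Schedule: 48 h induction, then 1 h compound, then 30 min agonist, 37 °C. Buffer or medium: tetracycline-free induction medium containing charcoal-stripped FBS. Reagent: 1.0 µM final dexamethasone stimulus. Evaluation: nuclear versus cytoplasmic GR-EGFP signal, averaged per well. Signal: high-content fluorescence imaging after fixation.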
bCat nuc transl: modulators of beta-catenin nuclear translocation, primary screen, imaging, HeLa cells, immunofluorescence, high-content. actives 0.3% (n = 190,000). nuclear translocation activity, % at 5 µM;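 active = nuclear translocation activity above 50% at 5 µM, with a well cell count of 50 or more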;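 also: per-cell ratio of nuclear to cytoplasmic median beta-catenin stain intensity; plate controls were DMSO negative control for no effect and GSK-3 inhibitor IX positive control for full effect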
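Read-out: Nuclear/cytoplasmic beta-catenin signal ratio, % activation | Assay system: Human HeLa cell line | Times: 24 h compound exposure at 37°C, 5% CO2 | Signal: Fluorescence imaging of beta-catenin antibody stain plus DAPI | Dosing: 5 µM primary, 0.02–20 µM confirmation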
P. falciparum M1AAP: P. falciparum M1AAP inhibitors, biochemical, fluorogenic H-Leu-NHMec substrate, 1536-well (AID 1445); Aminopeptidase N (Plasmodium falciparum (isolate 3D7)); recombinant M1AAP, H-Leu-NHMec fluorogenic kinetic assay; higher % means a stronger effect; one-dose inhibition, % at 30 µM; IC50 in µM for titrated hits; actives 0.42% (n = 220,000);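 active = primary inhibition above the hit cutoff, then over 50% inhibition at one or more dose response concentrations, cut at about 23% in these data, passing the limit was not always enough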;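 also: plate controls were DMSO full reaction for no effect and no enzyme background for full effect; strong numbers were not always called active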
P. falciparum M17LAP: P. falciparum M17LAP inhibitors, primary screen, biochemical, fluorogenic H-Leu-NHMec substrate, 1536-well (AID 1619). recombinant M17LAP, H-Leu-NHMec fluorogenic kinetic assay; higher % means a stronger effect. actives 0.38% (n = 220,000). one-dose inhibition, % at 30 µM; IC50 in µM for titrated hits;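 active = compound inhibiting the enzyme by more than half at any dose during confirmatory dose-response retesting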;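 also: plate controls were full reaction with DMSO carrier for no effect and no enzyme background for full effect; strong numbers were not always called active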
UTI89 phage lysis: inhibition of K1F phage lysis, E. coli UTI89, bacterial capsule biogenesis inhibitors, alamar blue (AID 488966) | E. coli UTI89 K1F phage lysis, alamar blue, 2 h; higher % means a stronger effect | inhibition, % at 100 µM; hits with a dose series show IC50 in µM | actives 0.02% (n = 340,000);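 active = phage lysis inhibition, versus mean bacterial control, above a set limit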;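 also: capsule biogenesis inhibitors block K1F phage lysis so surviving cells raise fluorescence; higher fluorescence means more inhibition of phage lysis; actives were called in the ten point dose series up to 300 µM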
MT stabilizer: microtubule stabilizers in HeLa cells, primary screen, imaging, high-content imaging | actives 0.83% (n = 200,000) | HeLa tubulin immunostaining HCS, 24 h; share of cells brighter than vehicle mean+2SD | AID 2205, 2009 | % tubulin-high responders, % at 10 µM;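 active = plate Z-score above 3 for both tubulin-high and condensed-nucleus cell shares, with cell loss under 80%, at 10 µM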;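 also: anti alpha tubulin signal scored within the nucleus-defined area of each cell; some results filed as inactive read as strong as hits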
Dynein transport cytoplasmic EGFP: also measured in Dynein transport; calls as there; z-score; measured here: cytoplasmic GR-EGFP intensity; hits give high values
Dynein transport nuclear GR-EGFP: also measured in Dynein transport; calls as there; z-score; measured here: nuclear GR-EGFP intensity;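 lower value marks the stronger effect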
Dynein transport cell count: further read-out of Dynein transport, marked with its call; z-score; measured here: cell count per field
Ins promoter up cell count: also measured in Ins promoter up; calls as there; cell count; measured here: cytotoxicity, nuclei count;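 total cells summed across four imaged fields per well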
bCat nuc transl cell count 5 µM: second read-out of bCat nuc transl, no call of its own (marks repeat the call); cell count; measured here: cell count, cytotoxicity flag
MT stabilizer Hoechst-high %: further read-out of MT stabilizer, marked with its call; % Hoechst-high responders; measured here: nuclear condensation Hoechst responders;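 share of cells brighter than vehicle mean plus two SD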
MT stabilizer cytotoxicity %: further read-out of MT stabilizer, marked with its call; toxicity, %; measured here: cytotoxicity by cell density;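 0% = mean cell density of plate MIN control wells and 100% = no cells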
Autophagy HCS cell loss 18 h: second read-out of Autophagy HCS, no call of its own (marks repeat the call); toxicity, %; measured here: cell loss, nuclei count;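 cell loss after 18 h compound exposure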
Active calls of the source: *; i = inactive; . = no result given; [ ] = remark or other dose.

SMILES	ER stress rescue	Autophagy HCS	Autophagy HCS cell loss 18 h	Ins promoter up	Ins promoter up cell count	Dynein transport	Dynein transport cytoplasmic EGFP	Dynein transport nuclear GR-EGFP	Dynein transport cell count	bCat nuc transl	bCat nuc transl cell count 5 µM	P. falciparum M1AAP	P. falciparum M17LAP	UTI89 phage lysis	MT stabilizer	MT stabilizer Hoechst-high %	MT stabilizer cytotoxicity %
CC(=O)Cn1c(=O)oc2ccccc21	.	.	.	.	.	0.734	-0.2	0.475	-0.733	0.5	1313	-0.1%	-3.8%	-1.2%	.	.	.
O=C(Nc1ccc(CN2CCOCC2)cc1)c1ccccc1F	-3.5%	i	0.3	.	.	0.486	-0.207	0.265	-0.192	-0.7	971	-5.5%	3.9%	0.5%	1.7	1.8	6.1
CC1CCCCC1N=C1NC(C)(C)CS1 (stereo unspecified)	-0.4%	i	9.7	-1.23	1332	-0.638	-0.315	-0.181	0.191	3.7	1160	0.1%	9.8%	0.4%	4.6	2.5	4.1
CC(C)N(C)C(=O)c1ccc(OC2CCN(CCc3ccccc3)CC2)cc1	-1.6%	i	-9.9	-0.83	1435	-0.928	-0.317	-0.649	1.05	1.4	980	1.3%	-3.0%	0.4%	3.1	1.9	2.5
O=C(O)c1cccc(NC(=S)NC(NC(=O)c2ccccc2[N+](=O)[O-])C(Cl)(Cl)Cl)c1 (stereo unspecified)	-0.4%	i	-5.1	0.98	1274	0.167	0.583	0.878	-0.959	1.3	1045	58.6µM*	34.1%	0.3%	7.1	1.6	7.7
COc1ccc(/C(N)=N/OC(=O)c2ccco2)cc1OC	-1.2%	i	5.0	0.2	1114	0.685	-0.185	0.57	-0.818	.	.	10.7%	6.6%	1.0%	3.6	3.6	8.6
O=C(Nc1c2ccccc2nc2ccccc12)C(Cl)(Cl)Cl	1.7%	i	17.7	.	.	-0.703	-0.231	-0.851	1.3	.	.	5.6%	-43.2%	i	1.1	1.6	13.4
CCOC(=O)C1CCCN(CC(=O)Nc2c(C(=O)OC)[nH]c3ccccc23)C1 (stereo unspecified)	0.6%	i	-7.4	-1.13	1118	-0.877	-0.198	-0.461	0.705	-6.4	966	4.5%	-3.6%	0.3%	2.3	1.5	12.1
N#Cc1ccc(-c2ccccc2)nc1SCCN1CCOCC1	-3.2%	i	-5.1	.	.	-0.246	-0.235	-0.435	0.164	-0.3	973	9.7%	5.9%	0.0%	5.1	2.1	6.3
CC(=O)C1=C(C)OC(N)=C(C#N)C1c1cc2cc(C)c(C)cc2nc1Cl (stereo unspecified)	-2.7%	i	6.0	-0.15	1776	-0.619	-0.203	-0.581	0.307	6.0	981	5.8%	0.0%	0.2%	1.1	1.3	3.7
CN(C)c1ccnc2sc3c(=O)n(-c4ccccc4)cnc3c12	-2.7%	i	10.5	1.18	1146	-1.05	-0.235	-0.341	0.0776	.	.	12.1%	8.1%	0.1%	1.5	1.6	5.3
COc1cccc(CSc2ccc(S(=O)(=O)N3CCOCC3)cc2C(=O)NCC2CCCO2)c1OC (stereo unspecified)	-4.6%	i	19.1	-0.51	1322	-0.298	-0.309	-0.0496	0.384	-0.8	1115	8.2%	-1.5%	0.2%	2.9	1.8	2.0
COc1ccc(C2C(C(=O)c3sc(C)nc3C)=C(O)C(=O)N2CCN2CCOCC2)cc1 (stereo unspecified)	-2.0%	i	28.2	.	.	1.15	-0.177	0.746	0.143	-2.0	1074	2.9%	26.2%	0.1%	3.1	2.2	2.1
CCOC(=O)c1[nH]c2ccc(OC)cc2c1NC(=S)N1CCN(c2cccc(C)c2C)CC1	-3.5%	i	-14.7	-0.15	1156	1.26	-0.179	1.42	-2.07	-2.3	1084	3.6%	6.9%	10.4%	19.8	22.4	34.1
CC1CCCN(CC(=O)N2c3ccccc3Sc3ccccc32)C1 (stereo unspecified)	-0.3%	i	25.0	-0.53	1234	0.151	-0.0622	0.384	-0.807	-4.2	1087	6.5%	4.3%	-0.1%	2.3	1.9	7.3
Cc1nnc(SCC(=O)NNC(=O)c2ccco2)n1-c1ccccc1	-2.8%	i	5.5	-0.03	1546	1.75	0.29	1.39	-1.46	-3.5	1023	-5.0%	8.7%	0.1%	1.2	1.4	0.4
Cc1ccc(N(C)S(=O)(=O)c2cccc(C(=O)Nc3nnc(C4CC4)s3)c2)cc1	0.4%	i	-15.1	-0.88	1370	-0.544	-0.238	-0.6	1.07	0.1	1048	-1.1%	23.2%	0.2%	3.1	1.8	10.6
CCC(CO)Nc1nc2ccc(Cl)cc2c2ccccc12 (stereo unspecified)	.	.	.	0.03	1353	-0.28	-0.267	-0.408	0.694	0.6	1318	3.1%	-5.2%	0.1%	.	.	.
CCc1ccc(NC(=O)CSc2nnc(-c3ccccn3)n2C)cc1	-0.3%	i	-3.7	.	.	-0.711	-0.291	-0.2	0.429	0.5	985	5.8%	16.3%	0.0%	3.1	4.1	6.1
CCOc1cc(C(=O)NCc2nnc(SCC(=O)OC)n2C)cc(OCC)c1OCC	-1.8%	i	4.6	0.63	1883	-0.0689	-0.242	0.801	-0.555	-1.5	1065	5.5%	11.5%	-1.7%	2.3	2.9	7.3
Cc1ccsc1C(=O)Nc1nnc(-c2ccco2)o1	-2.6%	i	-1.9	0.05	1833	-0.328	-0.392	-0.282	0.636	-0.7	1060	6.5%	6.7%	0.2%	3.5	2.4	3.6
COc1ccc(OC)c(NC(=O)CSc2nc3c(c(=O)n(C)c(=O)n3C)n2C)c1	-0.5%	i	-0.9	-1.15	1399	-0.678	-0.318	-0.0455	0.379	-6.8	1007	0.9%	-0.5%	2.8%	6.3	1.2	7.1
COc1ccc(C2N(c3cc(Cl)ccc3OC)C(=O)C3CCCN32)cc1 (stereo unspecified)	-0.7%	i	11.2	2.48	957	-0.308	-0.229	-0.17	0.824	-2.2	1185	4.5%	3.4%	-1.0%	1.7	4.2	4.0
CCOC(=O)C1=C(C)Nc2ccccc2N=C1NC(=O)CCCN1C(=O)c2ccccc2C1=O	-1.5%	i	0.1	-0.3	1351	-0.409	-0.195	0.0535	0.0315	1.1	766	4.1%	0.2%	-0.7%	6.8	3.2	2.4
CN(C)/C=N/c1nc2ncc(-c3ccc(Cl)cc3)c(/N=C/N(C)C)n2n1	-0.1%	i	-4.8	0.36	1251	-0.387	-0.305	0.286	0.608	2.3	903	8.6%	6.1%	0.0%	2.4	2.1	2.1
COc1cc(/C=C(\C#N)C(=O)Nc2ccc(SC(F)F)cc2)cc(OC)c1OC	5.3%	i	-3.5	.	.	-0.563	-0.218	0.375	1.08	-0.5	1176	6.9%	11.5%	-0.4%	1.9	0.8	3.6
Cc1ccc(-c2cc(-c3ccccc3)c(C#N)c(Br)n2)cc1	1.3%	i	-7.2	-0.48	1693	-0.867	-0.041	-0.691	1.19	3.3	1046	2.3%	-0.2%	1.6%	2.1	4.3	9.7
C[n+]1ccc(/C=C/c2cccs2)cc1	.	.	.	-0.18	1381	-0.915	-0.0774	-0.5	0.614	0.4	1220	31.5%	-0.3%	0.0%	.	.	.
COc1cc(C(=S)N2CCOCC2)ccc1OC(=O)/C=C/c1ccco1	-1.2%	i	-21.5	0.55	1193	-0.32	-0.229	-0.0372	-0.0273	-1.2	1087	-0.6%	-0.3%	-0.3%	4.2	1.8	7.5
Nn1c(Cc2cccc3ccccc23)n[nH]c1=S	-1.2%	i	6.2	0.73	1394	1.34	0.298	0.999	-0.919	-6.4	1148	3.9%	6.4%	0.3%	1.8	0.9	3.6
CCC(=O)Nc1nnc(-c2ccncc2)s1	-1.0%	i	-1.2	.	.	-0.949	-0.124	-0.462	0.782	.	.	-4.4%	-0.2%	-0.9%	1.7	2.2	9.4
N#C/C(=N\Nc1ccccc1[N+](=O)[O-])C(=N)N1CCCCC1	-2.0%	i	10.1	0.33	1296	0.254	-0.241	-0.125	0.0805	-2.5	1045	13.2%	27.6%	0.3%	2.4	2.2	6.7
O=C1NC(=Nc2ccccc2)c2ccc([N+](=O)[O-])cc21	0.8%	i	2.2	-0.73	1325	0.11	-0.25	-0.376	-0.541	-1.7	548	-1.7%	-4.7%	11.7%	1.9	3.9	9.4
CN1CCN(C(=O)Nc2cccc(-c3ccccc3)c2)CC1	.	.	.	-0.04	1115	-0.983	-0.259	-0.438	1.15	0.6	1309	-1.2%	6.4%	-0.2%[50 µM]	.	.	.
COc1cc(NC(=O)c2ccc3snnc3c2)cc(OC)c1	.	.	.	-0.45	1041	0.458	-0.121	0.697	-0.356	1.1	1236	5.8%	-1.2%	0.7%	.	.	.
NNC(=O)CNC(c1ccccc1)c1cc(Br)ccc1NC(=O)CCN1CCOCC1 (stereo unspecified)	-1.8%	i	-16.3	2.7	1190	-0.517	-0.213	-0.466	1.09	-0.4	1431	0.8%	2.5%	-0.3%	3.4	1.9	6.7
O=C(CCN1C(=O)CSC1=O)Nc1ccc(Br)cc1	6.2%	i	-7.3	0.16	1180	0.703	-0.275	0.689	0.464	-1.0	1187	3.5%	12.5%	0.7%	4.3	1.9	7.1

Screening results: PubChem, several laboratories
